CHRM5 agonist – CHRM5 agonism in calcium assay. P08912. CHO-K1 hM5 cells, Fluo-8 calcium fluorescence; 0% DMSO wells, 100% maximal acetylcholine response. activation, % at 3 µM. hit rate 0.19% among 360,000;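 active means activation above the run's mean over test compounds plus 3 SD, cut at about 23% in these data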;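 further: signal is peak over basal fluorescence ratio across the kinetic read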
Target sequence (P08912 whole entry, looked up): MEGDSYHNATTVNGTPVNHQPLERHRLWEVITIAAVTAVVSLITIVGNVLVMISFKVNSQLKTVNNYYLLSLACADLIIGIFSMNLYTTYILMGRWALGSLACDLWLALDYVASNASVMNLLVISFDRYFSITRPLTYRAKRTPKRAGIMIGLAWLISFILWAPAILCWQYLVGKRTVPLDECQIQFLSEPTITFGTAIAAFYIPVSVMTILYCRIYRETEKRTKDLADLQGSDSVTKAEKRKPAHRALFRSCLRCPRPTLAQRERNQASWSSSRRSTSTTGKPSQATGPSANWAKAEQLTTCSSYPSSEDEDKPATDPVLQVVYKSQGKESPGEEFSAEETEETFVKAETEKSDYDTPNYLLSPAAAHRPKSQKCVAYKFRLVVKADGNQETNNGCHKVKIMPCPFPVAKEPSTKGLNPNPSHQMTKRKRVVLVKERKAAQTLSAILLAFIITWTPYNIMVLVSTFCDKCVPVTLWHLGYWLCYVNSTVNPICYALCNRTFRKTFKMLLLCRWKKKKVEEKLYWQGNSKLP
CHRM5 antagonist – CHRM5 antagonism in calcium assay; P08912; inhibition, % at 3 µM; hit rate 0.59% among 360,000; CHO-hM5 cells, Fluo-8 calcium fluorescence, ACh EC80;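 active means inhibition above a per-plate cutoff, the mean of that plate's test compounds plus 3 SD, cut at about 27% in these data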;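 further: 0% = acetylcholine EC80 with DMSO and 100% = DMSO without agonist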
CHRM5 PAM – CHRM5 positive allosteric modulation; P08912; activation, % at 3 µM; CHO-K1 hM5, Fluo-8 calcium, ACh EC20 PAM; 0% = ACh EC20, 100% = ACh EC100; hit rate 0.3% among 360,000;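 active means activation above the run cutoff, the mean activation of all test compounds plus 3 SD, cut at about 18% in these data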
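Replicates: One well per compound, no replicates | System: Human M5 receptor in CHO-K1 cells | Benchmarks: Low control EC20 acetylcholine (0%), high control EC100 acetylcholine (100%) | Probe or stimulus: Acetylcholine, EC20 level | Times: Fluo-8 loading 80 min at 37 °C plus 30 min room temperature | Signal: Intracellular calcium via Fluo-8 fluorescence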
TAAR1 antag – antagonists of human TAAR1; Q96RJ0; CHO RD-HGA16 TAAR1, Fluo-8 calcium fluorescence, antagonist; inhibition, % at 3 µM; hit rate 1.5% among 360,000; AID 624466;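 active means inhibition above a per-plate cutoff, the mean inhibition of test compounds on that plate plus 3 SD, cut at about 49% in these data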;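 further: 0% = DMSO plus EC80 beta-PEA response and 100% = DMSO alone without agonist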
Target sequence (Q96RJ0 whole entry, looked up): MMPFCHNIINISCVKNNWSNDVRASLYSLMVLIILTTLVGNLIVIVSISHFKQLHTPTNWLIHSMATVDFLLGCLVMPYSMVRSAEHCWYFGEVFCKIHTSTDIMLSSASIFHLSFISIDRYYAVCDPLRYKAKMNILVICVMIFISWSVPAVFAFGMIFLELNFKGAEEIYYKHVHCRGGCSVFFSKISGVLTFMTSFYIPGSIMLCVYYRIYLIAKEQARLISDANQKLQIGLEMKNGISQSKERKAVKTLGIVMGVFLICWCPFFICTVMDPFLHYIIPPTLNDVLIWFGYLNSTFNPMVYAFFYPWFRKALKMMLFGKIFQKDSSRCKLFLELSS
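System: RD-HGA16 CHO cells with stable hTAAR1 and Gα16 | Probe or stimulus: EC80 β-phenethylamine stimulus | Dosing: 3 µM, single point | Times: Dye loading 75 min at 37 °C, then 30 min room temperature | Measured by: Fluo-8 calcium-sensitive fluorescence | Read-out basis: % inhibition of agonist calcium response | Replicates: n of 1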
M4 PAM – positive allosteric modulators of human muscarinic M4 receptor; CHO-K1 hM4/Gqi5, Fluo-8 calcium fluorescence, ACh EC20; 0% = ACh EC20, 100% = maximal ACh; activation, % at 3 µM; hit rate 0.4% among 360,000;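 active means activation above its plate's cutoff, the mean activation of sample wells plus 3 SD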; further: some results filed as inactive read as strong as hits
M1 PAM parental – nonselective activator or artifact in parental CHO-K1 calcium assay; AID 602247; ATP EC20, Fluo-8 calcium fluorescence; 0% at ATP EC20, 100% at ATP max; activation, % at 3 µM; hit rate 0.02% among 360,000;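 active means activation above the run cutoff, the mean activation of all test compounds plus 3 SD, cut at about 40% in these data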;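 further: peak over basal fluorescence ratio in a 140 s read after ATP addition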
CRFBP-R2 block – CRF-BP/CRF-R2 complex antagonism | HEK293 CRF-R2/CRF-BP, CRF-induced calcium fluorescence | inhibition, % at 11.8 µM | hit rate 0.59% among 350,000 | AID 588475;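 active means inhibition of the ligand-induced calcium signal above about 50% at the single tested concentration, limit read from the data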
TAAR1 ag – human TAAR1 agonism. Q96RJ0. CHO RD-HGA16 TAAR1, Fluo-8 calcium fluorescence; vehicle wells 0%, saturating PEA agonist 100%. activation, % at 3 µM. hit rate 0.99% among 360,000;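 active means activation above the mean activation of all test compounds in the run plus 3 SD, cut at about 38% in these data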
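Assay system – CHO-derived RD-HGA16 cells with stable Gα16 and human TAAR1 · Compound dosing – one-point dosing at 3 µM (nominal) · Incubation – 17-24 h seeding, 75 min 37 °C dye, 30 min RT · Measured by – kinetic Fluo-8 calcium fluorescence · Control set – DMSO vehicle as 0%, PEA at EC100 as 100% · Repeats – single well for each compound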
CRFBP-R2 agonist – agonists of human CRF-binding protein/CRF-R2 receptor complex. HEK293 CRF-R2/CRF-BP, calcium dye fluorescence (FLIPR); percent of saturating CRF peptide response. activation, % at 13.2 µM. hit rate 0.46% among 350,000;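 active means activation of at least 50%, plus an integration ratio under a set limit after plate pattern correction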;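 further: plate controls were neutral control wells without compound for no effect and CRF at EC100 for full effect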
Active calls of the source: *; · = not tested or not shown.

The opening 3 compounds, ahead of the listing:
SMILES	CHRM5 agonist	CHRM5 antagonist	CHRM5 PAM	TAAR1 antag	M4 PAM	M1 PAM parental	CRFBP-R2 block	TAAR1 ag	CRFBP-R2 agonist
CCOc1cc(/C=N/NC(=O)CN(CCc2ccccc2)S(=O)(=O)c2ccc(NC(C)=O)cc2)ccc1O	0	8	-12	18	-8	23	29	5	0.1
Cc1ccc(S(=O)(=O)N2CC(=O)Nc3ccccc32)c(C)c1NS(C)(=O)=O	-4	2	0	-3	-6	-1	-3	6	0.3
C=CC(C)Sc1nc2c(c(=O)n(C)c(=O)n2C)n1Cc1ccccc1Cl (stereo not given)	-1	1	2	-22	3	4	15	2	-1.6

The whole of this part, previewed entries included:
SMILES	CHRM5 agonist	CHRM5 antagonist	CHRM5 PAM	TAAR1 antag	M4 PAM	M1 PAM parental	CRFBP-R2 block	TAAR1 ag	CRFBP-R2 agonist
CCOc1cc(/C=N/NC(=O)CN(CCc2ccccc2)S(=O)(=O)c2ccc(NC(C)=O)cc2)ccc1O	0	8	-12	18	-8	23	29	5	0.1
Cc1ccc(S(=O)(=O)N2CC(=O)Nc3ccccc32)c(C)c1NS(C)(=O)=O	-4	2	0	-3	-6	-1	-3	6	0.3
C=CC(C)Sc1nc2c(c(=O)n(C)c(=O)n2C)n1Cc1ccccc1Cl (stereo not given)	-1	1	2	-22	3	4	15	2	-1.6
CS(=O)(=O)NC1CCN(Cc2ccccc2)CC1	1	-12	8	-16	-1	16	-8	3	-1.2
CNC(=O)CSc1nnc(-c2cccnc2)n1-c1ccc(C)cc1	-2	11	-2	-5	0	4	41	1	-2.5
O=C(NCCN1C(=O)S/C(=C\c2ccccc2F)C1=O)C1CCN(S(=O)(=O)c2cccs2)CC1	5	-1	-4	42	-2	-5	-6	14	-0.5
Nc1nncn1C(=O)c1cc(Br)ccc1Cl	-2	-1	-2	-10	7	21	-12	2	0.9
Cc1ccc(C(=O)NCC(=O)Nc2ccc(C)c(S(=O)(=O)Nc3ccc(Cl)cc3)c2)s1	-7	11	-1	0	19	16	-5	8	6.1
Cc1cc(=O)oc2cc(OC(C)C(=O)O)c(Cl)cc12 (stereo not given)	1	-4	-1	1	7	11	3	2	-1.3
Nc1nonc1C(=O)NCCNC(=O)c1ccc(Cl)cc1	-1	20	-3	3	4	13	-3	4	0.2
OCCSc1nnc(Nc2ccccc2)s1	-2	3	3	-5	-4	8	-53	-1	0.3
COc1ccc(OC)c2[nH]c(=O)c(CCNS(=O)(=O)c3ccc(Cl)cc3)cc12	3	10	-5	-10	10	17	-13	1	-0.4
CCOc1ccc(N2CC(C(=O)N3CCc4ccccc4C3)CC2=O)cc1 (stereo not given)	0	0	1	13	0	-2	-14	3	-1.6
O=C(NC12CC3CC(CC(C3)C1)C2)c1ccc(COc2ccc(Cl)cc2[N+](=O)[O-])o1	1	0	1	·	-2	29	-6	·	-0.6
CCOc1ccc(S(=O)(=O)N2CCC(C(=O)NCc3ccccn3)CC2)cc1C	-4	5	-6	-1	5	16	8	-1	-0.5
COc1cc2ccccc2cc1C(=O)N(CCN(C)C)c1nc2ccc(Br)cc2s1	-6	-1	2	-15	-6	-10	-1	1	3.1
COc1ccccc1CN1CCN(S(=O)(=O)c2ccc(C)cc2)CC1	-2	4	-5	-2	-14	-6	9	-1	-0.5
CC1CCN(C(=O)Cn2cc(S(=O)(=O)CC(=O)N3CCOCC3)c3ccccc32)CC1	-5	26	-8	-13	-2	12	-2	1	1.0
COc1cccc(/C=C/C(=O)OCC(=O)Nc2ccc(Cl)cn2)c1	1	1	1	·	-8	5	·	·	·
O=C(NCCc1c[nH]c2ccccc12)c1cncc(Br)c1	1	10	-4	10	-6	17	8	3	-2.3
COC(=O)C(NC(=O)c1ccco1)(Nc1nc(C2CC2)cs1)C(F)(F)F (stereo not given)	-6	-14	1	5	16	8	12	2	-1.0
COc1ccc(NC(=O)CCS(=O)(=O)c2cc3c(cc2Cl)NC(=O)CO3)cc1OC	-4	4	-4	-9	4	-3	-9	0	4.3
COc1ccc(-c2csc(NC(=O)CS(=O)(=O)c3ccccc3)n2)cc1	4	8	-7	-2	-9	2	-6	5	-2.4
CCN(CC)S(=O)(=O)c1ccc(N2CCOCC2)c(NC(=O)CC(C)(C)C)c1	-3	2	2	-12	17	14	3	4	-0.5
CC1CN(S(=O)(=O)c2ccc(C(=O)Nc3sccc3C(N)=O)cc2)CC(C)O1 (stereo not given)	5	2	-8	10	-3	16	20	11	-2.0
C#CCSc1nnc(C)c(C)n1	0	15	0	2	5	4	1	13	1.0
CCN(Cc1ccccc1)S(=O)(=O)CCNC(=O)c1ccccc1	3	0	-3	-16	-6	-21	6	0	-2.4
COc1cc(C(=S)N2CCOCC2)cc(OC)c1OC(=O)c1ccccc1Cl	-2	4	-4	13	4	9	0	0	-0.5
CSc1ncccc1C(=O)NC(C)CCc1ccccc1 (stereo not given)	-1	11	-5	-7	-4	-1	0	1	-0.9
Cc1ccc(N2CC(C(=O)OCC(=O)Nc3cc(C)on3)CC2=O)c(C)c1 (stereo not given)	-1	-3	3	2	6	-13	-3	2	-1.4

Some values from above.
Under CRFBP-R2 agonist, CS(=O)(=O)NC1CCN(Cc2ccccc2)CC1 is listed with -1.2
Under M4 PAM, OCCSc1nnc(Nc2ccccc2)s1 is listed with -4
Under TAAR1 antag, Cc1cc(=O)oc2cc(OC(C)C(=O)O)c(Cl)cc12 (stereo not given) is listed with 1

(list continues)
SMILES	CHRM5 agonist	CHRM5 antagonist	CHRM5 PAM	TAAR1 antag	M4 PAM	M1 PAM parental	CRFBP-R2 block	TAAR1 ag	CRFBP-R2 agonist
CCOc1ccc(CCNC(=O)CSc2ncn[nH]2)cc1OCC	0	-6	2	6	-3	12	1	-1	0.7
CC(C)c1ccccc1NC(=S)N1CCN(Cc2ccc3c(c2)OCO3)CC1	0	8	3	-13	-2	-3	-2	1	0.5
O=C(CNC(=O)C12CC3CC(CC(C3)C1)C2)Nc1ncccc1O	-1	7	11	1	10	-2	3	8	-1.7
CC(OC(=O)c1nsc(Cl)c1Cl)C(=O)NCc1cccs1 (stereo not given)	-7	-6	1	-1	-1	10	-25	2	-1.9
CN(C)c1ccc(C(CNC(=O)c2ccccc2F)c2c[nH]c3ccccc23)cc1 (stereo not given)	-3	20	-11	-1	-7	-4	20	1	-3.2
CCSc1ncccc1-c1nc2ccccc2[nH]1	-3	-1	-2	14	0	23	-9	1	-0.1
C[C@H](CO)N1C[C@H](C)[C@@H](CN(C)S(=O)(=O)c2cn(C)cn2)Oc2c(NC(=O)Nc3ccc4c(c3)OCO4)cccc2C1=O	2	6	0	8	13	11	-1	13	0.4
Cc1cc(C(=O)N/N=C/c2cc(Br)ccc2OC(=O)c2ccccc2Cl)n[nH]1	3	12	-8	34	-9	-9	6	3	0.8
COc1ccc(Cl)cc1NC(=O)Cn1cccc1	-1	4	-3	-16	6	17	3	6	-0.6
O=C(O)CCc1ccc(-c2cccs2)n1CCC(=O)O	-5	7	2	-4	6	1	27	3	-0.2
CCOC(=O)[C@@H]1[C@H]2COc3ccccc3[C@H]2N2C(=O)N(c3ccc(Br)cc3)C(=O)[C@]12C	-2	15	-2	8	-3	11	2	5	0.8
CC(C)=C1SC(N2CCN(c3cccc(Cl)c3)CC2)=NC1=O	3	-12	3	-40	12	2	6	1	-1.0
Cc1ccccc1NC(=S)NC(C)C(c1ccccc1)N1CCN(C)CC1 (stereo not given)	-14	2	6	-11	1	13	-8	12	-1.5
Nc1nc(Nc2ccccc2)nc(C(F)(F)F)n1	-2	6	-1	-8	1	-24	0	-2	-0.8
O=C1c2ccc(-c3ccc4c(c3)C(=O)N(CCO)C4=O)cc2C(=O)N1CCO	2	4	-5	24	-7	12	-4	8	-1.0
CCS(=O)(=O)N1CCC(C(=O)Oc2ccccc2)CC1	2	3	-2	-5	-4	-10	1	9	-0.6
CCOc1ccc(C(=O)Nc2ccc(N3CCCC3)cc2)cc1	-3	3	0	4	-1	9	12	-3	-0.9
CC(c1nc2ccccc2c(=O)[nH]1)N1CCCN(S(=O)(=O)c2ccc(F)cc2)CC1 (stereo not given)	-1	17	-13	35	-2	0	0	11	-1.3
CCCCNC(=O)COC(=O)c1ccc(NS(=O)(=O)c2ccc3c(c2)OCCO3)cc1	5	-8	0	-8	-4	24	-30	10	-0.3
COc1ccc(S(=O)(=O)N2CCN=C2SCc2cccc(C)c2)cc1	-6	20	-11	1	-6	-4	4	5	0.8
O=C(COC(=O)C1=NN(c2ccccc2)C(=O)CC1)Nc1nc(-c2ccc(F)cc2)cs1	-4	13	-30	23	-7	-7	-5	3	-4.0
Cc1nc(Nc2ccccc2F)c2oc3ccccc3c2n1	-3	11	-6	-20	2	8	12	1	-2.8
CC(=O)N1CCN(C(=O)CCc2nc3sc4c(c3c(=O)[nH]2)CCCC4)CC1	0	5	-3	-2	-2	16	10	7	-4.4
CCOc1ccccc1N1CCN(CC(=O)NC(=O)NCc2ccco2)CC1	2	-1	-4	-20	-3	6	14	2	-1.3
CC1CCCCN1CCCNC(=O)c1ccc(N2CCCC2=O)cc1 (stereo not given)	1	3	-11	2	-11	-1	-26	1	5.5
Cc1cccc(C2NC(c3cccc(C)c3)C(C)C(=O)C2C)c1 (stereo not given)	-6	3	-4	-7	-5	2	4	-3	0.8
Cc1cc(C(=O)N2CCN(c3ncccn3)CC2)c2cc(F)ccc2n1	5	2	-4	4	0	12	8	2	0.5
Cc1cc(C)c(NS(=O)(=O)c2ccc(NC(=O)c3cccs3)cc2)c(C)c1	2	5	-6	8	-10	4	-40	16	11
Cc1noc(C)c1COc1ccc(C(=O)NCCc2ccc(S(N)(=O)=O)cc2)cc1	2	8	-17	26	-2	-10	-11	6	1.6
O=C(NCc1cccc(F)c1)c1cccc2c1C(=O)c1ccc(N3CCOCC3)cc1S2(=O)=O	7	-1	3	49	1	5	-3	15	34
COC(=O)/C=C/c1ccc2c(c1)OCO2	0	8	2	13	2	-13	1	4	-1.8
N#Cc1c(N2C(=O)Nc3ccccc3N2O)sc2c1CCCC2	-2	7	-7	7	1	5	19	2	-0.9
CCOC(=O)C1CCCN(CCC(=O)Nc2cc(C)cc(C)c2)C1 (stereo not given)	-4	-5	9	18	-7	15	-14	6	-1.2
COc1ccc(C(=O)Nc2nnc(SCC(=O)NCc3ccco3)s2)cc1OC	1	0	-2	-15	4	-5	2	0	-1.1
CCC(=O)Nc1cccc(-c2ccc(N3CCN(C)CC3)nn2)c1	-4	10	-1	·	5	18	12	·	-0.5
CC1CCCCN1C(=O)CSc1nc(-c2ccccc2)cc(=O)[nH]1 (stereo not given)	1	-9	20*	3	9	-4	3	14	1.0
CCOC(=O)N1CCN(C(=O)c2ccc3c(c2)NC(=O)C(N2CCOCC2)S3)CC1 (stereo not given)	-2	2	19*	-5	12	1	3	7	0.0
Cc1ccccc1N=C1SCC(=O)N1Cc1ccccc1	-9	-4	-11	18	4	2	13	-1	-0.7
CN(C)c1ccc(NC(=S)NC23CC4CC(CC(C4)C2)C3)cc1	-3	10	-1	-6	-3	-17	2	1	3.6
